PfHsp40 rescue: restores yeast growth despite PfHsp40 toxicity; S. cerevisiae expressing PfHsp40, growth rescue, ATP luminescence; growth rescue, % at 12.5 µM; actives 0.68% (n = 340,000); in the data active = growth rescue above about 28%, passing the limit was not always enough; inconclusive = no clear call, values can overlap the other calls;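 also: yeast W303a lacking pdr1 and pdr3 grown in galactose medium; growth measured after three days at 30 °C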
GDH-TPI counter: inhibits GDH-TPI coupling enzymes, artifact for Mtb FBA screen; GDH-TPI coupled enzyme counterscreen, NADH absorbance; actives 1.2% (n = 360,000); inhibition, % at 4.8 µM; AID 588335; in the data active = inhibition above about 30%;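 also: 0% = DMSO wells and 100% = wells lacking the enzyme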
BoNT A protease: inhibitors of Botulinum neurotoxin A light chain protease; AID 588499; multiplex microsphere protease substrate cleavage, flow cytometry; inhibition, % at 10 µM; actives 0.17% (n = 360,000); also: plate controls were buffer without enzyme for full effect and enzyme alone for no effect
Mtb FBA inh: inhibits M. tuberculosis FBA enzyme. purified M. tuberculosis FBA, fluorescence read-out. actives 2.3% (n = 360,000). AID 588726. inhibition, % at 1 µM; in the data active = inhibition above about 27%;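 also: 0% = vehicle and 100% = reference inhibitor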
Anthrax LF inh2: inhibitors of Bacillus anthracis lethal factor protease; AID 588501; inhibition, % at 10 µM; actives 0.12% (n = 360,000); multiplex microsphere protease cleavage assay, LF; P15917; also: plate controls were buffer without enzyme for full effect and enzyme alone for no effect
Target sequence (P15917 whole entry, looked up): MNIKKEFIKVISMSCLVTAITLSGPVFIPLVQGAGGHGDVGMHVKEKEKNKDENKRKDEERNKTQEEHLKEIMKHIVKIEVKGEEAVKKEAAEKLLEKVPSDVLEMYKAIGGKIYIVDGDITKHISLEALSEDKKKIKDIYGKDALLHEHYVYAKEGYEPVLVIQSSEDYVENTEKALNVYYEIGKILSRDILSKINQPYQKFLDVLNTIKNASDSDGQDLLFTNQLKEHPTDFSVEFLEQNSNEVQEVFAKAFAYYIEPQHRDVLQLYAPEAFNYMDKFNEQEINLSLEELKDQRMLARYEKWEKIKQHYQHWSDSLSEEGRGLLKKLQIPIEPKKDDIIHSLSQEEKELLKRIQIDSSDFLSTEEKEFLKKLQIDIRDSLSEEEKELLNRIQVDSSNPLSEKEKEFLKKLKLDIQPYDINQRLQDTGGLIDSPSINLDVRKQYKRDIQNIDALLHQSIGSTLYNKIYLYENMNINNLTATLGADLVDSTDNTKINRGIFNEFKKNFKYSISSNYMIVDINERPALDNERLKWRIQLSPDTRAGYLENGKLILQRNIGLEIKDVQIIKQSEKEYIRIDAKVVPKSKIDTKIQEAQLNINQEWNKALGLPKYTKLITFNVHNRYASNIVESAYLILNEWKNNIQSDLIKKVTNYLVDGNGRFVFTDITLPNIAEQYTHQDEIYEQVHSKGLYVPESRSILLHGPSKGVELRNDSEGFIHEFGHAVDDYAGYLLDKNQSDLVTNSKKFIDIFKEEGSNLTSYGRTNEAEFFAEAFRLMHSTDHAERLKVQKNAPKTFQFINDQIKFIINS
Mtb BioA inh: blocks M. tuberculosis BioA enzyme activity. AID 602481. actives 0.096% (n = 360,000). purified M. tuberculosis BioA enzyme, plate reader. inhibition, % at 9.99 µM; in the data active = inhibition above about 40%; inconclusive = no clear call, values can overlap the other calls
Mtb UGM inh: blocks M. tuberculosis UGM enzyme; P9WIQ1; purified UGM, fluorescence polarization probe displacement; inhibition, % at 10 µM; actives 0.06% (n = 320,000); in the data active = inhibition above about 10%, passing the limit was not always enough; inconclusive = no clear call, values can overlap the other calls
FadD28 binding: blocks FadD28 binding to the bisubstrate probe; fluorescence polarization; inhibition, % at 12.5 µM; actives 0.22% (n = 360,000); AID 588549; in the data active = inhibition above about 8.5%, passing the limit was not always enough; inconclusive = no clear call, values can overlap the other calls
BoNT-F LC inh: inhibitors of Botulinum neurotoxin F light chain protease; Multiplex microsphere protease cleavage assay, flow cytometry; inhibition, % at 10 µM; actives 0.22% (n = 360,000); AID 588497; in the data active = inhibition above about 35%, passing the limit was not always enough; inconclusive = no clear call, values can overlap the other calls; also: plate controls were buffer without enzyme for full effect and enzyme alone for no effect
* hit, by the source's call; ? = inconclusive; . = no result given. Rule as the data show it, unless noted: active = inhibition above about 30%; inconclusive = no clear call, values can overlap the other calls; inactive = below that.

1. COc1ccc(Cc2nnc(NC(=O)CSc3ccc(C)cc3)s2)cc1
2. Cc1ccc(S(=O)(=O)N(C)C)cc1NC(=O)CSc1nc2ccccc2c(=O)n1CC1CCCO1 (stereo unspecified)
3. COc1ccccc1CN(Cc1nc2ccccc2c(=O)[nH]1)S(=O)(=O)c1ccc2ccccc2c1
4. COC(=O)N1C(=O)[C@](CC(C)C)(c2ccccc2)N1C(=O)OC
5. COc1cc(/C=C2/SC(=O)N(Cc3ccccc3)C2=O)ccc1OCc1ccncc1
6. O=c1c(-c2ccc(Br)cc2)[n+]([O-])c2ccccc2n1OCc1ccccn1

assay / entry,1,2,3,4,5,6
PfHsp40 rescue,-0.2,-1.3,1.2,-1.2,-0.4,-0.1
GDH-TPI counter,8,-2,3,0,11,-6
BoNT A protease,0.2,2.5,0.5,0.0,-0.5,-1.3
Mtb FBA inh,1,1,-1,0,0,-5
Anthrax LF inh2,0,2,0,2,-9,-3
Mtb BioA inh,-1.1,1.3,.,-5.1,-0.4,-1.0
Mtb UGM inh,0.8,0.4,1.2,-1.5,1.4,-0.9
FadD28 binding,-0.6,-1.9,-2.5,-5.6,-3.4,-1.7
BoNT-F LC inh,-4,6,3,4,4,-10

7. CCCC1=NCCn2cccc21
8. C[C@H]1CC[C@@H]2N(C1)C[C@H]1[C@@H]3C[C@H]4[C@@H](CC(=O)[C@H]5C[C@@H](O)CC[C@@]54C)[C@@H]3CC[C@H]1[C@]2(C)O
9. O=C(COc1ccccc1)N1CCNC1=O
10. COc1ccc(CC(=O)Nc2cc(S(=O)(=O)N3CCCCC3)ccc2C)cc1
11. COc1ccc(NC(=O)CN(C)C(=O)CC2CCCC2)cc1
12. CC(CNC(=O)CCC(=O)N1CCOc2ccccc21)c1ccccc1 (stereo unspecified)

assay / entry,7,8,9,10,11,12
PfHsp40 rescue,0.4,-0.6,0.4,0.1,0.4,1.3
GDH-TPI counter,5,-2,-4,6,8,4
BoNT A protease,-0.2,4.2,1.5,-1.8,0.7,-0.3
Mtb FBA inh,1,-1,-1,0,7,3
Anthrax LF inh2,-3,-2,-2,-1,-4,-1
Mtb BioA inh,-0.2,0.7,-3.8,1.3,.,-0.5
Mtb UGM inh,0.7,-0.5,0.5,.,-1.2,-1.7
FadD28 binding,-0.7,-3.6,0.2,-0.8,-0.9,-2.4
BoNT-F LC inh,-6,9,2,4,8,-10

13. CCCCOCCCn1cnc2c([nH]c3cc(OC)ccc32)c1=O
14. CCN1C(=O)C2C(C1=O)N1C(c3ccccc3)C3C(=O)N(CC)C(=O)C3N1C2c1ccccc1 (stereo unspecified)
15. Cc1cc(C)n(-c2nc3ccccc3nc2NCCc2ccccc2)n1
16. COC(=O)CSc1nnc(NC(=O)C2CC(=O)N(c3ccc(F)cc3)C2)s1 (stereo unspecified)
17. CN=C(Nc1ccccc1)SC1CC(=O)N(c2ccc(C(=O)OC)cc2)C1=O (stereo unspecified)
18. O=C(CCCCCN1C(=O)[C@@H]2Cc3ccccc3CN2C1=O)Nc1ccccc1Cl

assay / entry,13,14,15,16,17,18
PfHsp40 rescue,3.4,-1.3,-1.8,0.0,4.2,-0.7
GDH-TPI counter,10,8,-3,4,-1,10
BoNT A protease,-0.5,0.2,9.5,-0.7,-1.1,-0.4
Mtb FBA inh,2,0,8,-2,-5,8
Anthrax LF inh2,-3,-2,7,-2,-3,-3
Mtb BioA inh,0.8,-1.1,0.2,-1.2,1.7,1.1
Mtb UGM inh,1.1,3.7,0.1,0.7,-1.8,1.5
FadD28 binding,-4.6,-1.4,-4.0,-4.1,-1.9,-1.7
BoNT-F LC inh,-18,-8,6,0,0,-9

19. CC(=O)N1c2ccc(S(=O)(=O)NCC3CCC(C(=O)Nc4ncccc4C)CC3)cc2CC1C (stereo unspecified)
20. S=C(NCCc1ccccc1)Nc1ccc(Br)cn1
21. O=C(COC(=O)COc1ccc(Cl)cc1)NCCCc1ccccc1
22. Cc1cccc(NS(=O)(=O)c2cccc(C(=O)N3CCCC(C(F)(F)F)C3)c2)c1 (stereo unspecified)
23. CC1=CC(C)(C)N(C(=O)C(C)N2C(=O)c3ccccc3C2=O)c2ccc(C)cc21 (stereo unspecified)
24. CN(CC(=O)Nc1c(Cl)cccc1Cl)C(=O)Cc1cccs1

assay / entry,19,20,21,22,23,24
PfHsp40 rescue,0.1,1.6,0.2,-0.2,2.3,0.7
GDH-TPI counter,-4,3,-3,-2,16,-2
BoNT A protease,1.8,-1.7,.,-3.7,-0.2,-11
Mtb FBA inh,2,-2,1,-2,0,4
Anthrax LF inh2,-1,-5,.,-4,-3,-3
Mtb BioA inh,-1.5,.,0.6,0.5,1.2,-6.3
Mtb UGM inh,1.7,-2.6,-1.1,-2.9,-3.1,-0.9
FadD28 binding,-2.4,-2.4,-0.6,-4.1,1.2,-1.2
BoNT-F LC inh,-1,1,.,-21,6,-24

25. COc1ccc(S(=O)(=O)N2CCCC2CNC(=O)C(=O)NCCc2ccccc2)cc1 (stereo unspecified)
26. N#Cc1ccc(N[C@@H]2CCN3C(=O)c4ccccc4[C@@H]3C[C@H]2O)cc1
27. CCN(CC)S(=O)(=O)c1ccc(OC(C)C)c(NC(=O)c2c3c(nc4ccccc24)CCN(Cc2ccccc2)C3)c1
28. CC(C)(C)n1cnc2cc(NCc3ccc(Br)cc3)ccc21
29. COc1ccc(NC(=O)c2ccc(NS(=O)(=O)c3cccc4cccnc34)cc2)cc1
30. CCOc1ccc(N(CC(=O)N2CCOCC2)S(=O)(=O)c2ccc(SC)cc2)cc1

assay / entry,25,26,27,28,29,30
PfHsp40 rescue,0.2,-0.9,1.9,-1.3,0.3,-1.4
GDH-TPI counter,0,2,4,2,5,-1
BoNT A protease,-0.5,-0.1,2.2,-1.5,-0.6,2.0
Mtb FBA inh,0,5,3,-3,4,0
Anthrax LF inh2,2,12,-2,-23,-13,-10
Mtb BioA inh,0.3,8.6,-0.8,4.8,-1.3,-0.4
Mtb UGM inh,-1.0,.,-0.4,-1.9,1.0,-3.2
FadD28 binding,-3.7,-2.2,0.2,-2.9,-0.4,3.0
BoNT-F LC inh,0,-10,-7,-7,-27,-11

Next part:
Every second line gives: PfHsp40 rescue | GDH-TPI counter | BoNT A protease | Mtb FBA inh | Anthrax LF inh2 | Mtb BioA inh | Mtb UGM inh | FadD28 binding | BoNT-F LC inh
31) Cc1ccc(/C=N/n2c(-c3ccc(Cl)cc3)n[nH]c2=S)o1
  1.8 | 13 | -2.6 | 0 | 27 | . | -0.1 | -2.2 | ?
32) COc1ccc2[nH]c3c(c2c1)CCN1C(=O)C(CC(=O)NCc2ccc(OC)c(OC)c2)C[C@H](C(=O)N2CCCCC2)[C@@]31CCc1ccccc1 (stereo partly specified)
  -0.1 | -19 | 0.0 | 1 | -3 | 0.4 | . | -5.3 | 6
33) N#Cc1ccc(COC(=O)c2cnc(Cl)c(Cl)c2)cc1
  1.6 | 6 | 1.5 | -2 | 0 | -0.8 | -1.3 | -2.7 | 25
34) CCNC(=O)C1(C)CCN(C(=O)c2ccc3c(c2)CCO3)C1 (stereo unspecified)
  . | 0 | -0.1 | -1 | -5 | 0.1 | . | -1.3 | -1
35) CN(C)CCCNc1oc(-c2ccc(Cl)cc2)nc1S(=O)(=O)c1ccccc1
  -0.7 | 11 | -0.6 | 5 | -6 | -0.7 | 2.5 | 0.0 | -14
36) Cc1cc(=O)[nH]c2c1c(C)nn2C1CCCC1
  1.1 | -5 | 4.7 | -1 | -8 | 1.9 | -0.9 | -1.4 | 5
37) COc1ccc(CNC(=O)C[C@H]2C[C@H](C(=O)N3CCCCC3)[C@@]3(C)c4[nH]c5ccc(Cl)cc5c4CCN3C2=O)cc1OC
  -0.3 | 4 | 0.0 | -3 | -4 | 2.3 | . | -4.2 | -1
38) CCOC(=O)c1cc(C(C)(C)C)nc(SC)c1C#N
  1.3 | 4 | 0.4 | -1 | -3 | . | 0.9 | -0.1 | 0
39) Cc1ccc(NC(=O)CSc2nc3ccccc3nc2N2CCOCC2)cc1
  -0.3 | 18 | 1.1 | 0 | 2 | 1.5 | -1.4 | -1.0 | -3
40) CN(c1ccccc1)S(=O)(=O)c1ccc(C(=O)Nc2nnc(C3CC3)o2)cc1
  -1.1 | 6 | 0.0 | -2 | -3 | . | -0.3 | 1.1 | 5
41) Cc1ccc(C(=O)NC2CCN(CC(=O)Nc3c(C)cc(C)cc3C)CC2)cc1
  -0.1 | 12 | -1.6 | -2 | -1 | -1.7 | 0.7 | -0.9 | 28
42) CCn1c(=O)n(CC)c2cc(N3CCCC3)c(NC(=O)c3cccc(OC)c3)cc21
  0.0 | 9 | 0.1 | 3 | 0 | 29 | 1.3 | -4.0 | 4
43) Cn1c2ccccc2c(=O)c2c(=O)n(-c3ccccc3)c(-c3ccc(C(C)(C)C)cc3)nc21
  -0.6 | 9 | 4.5 | 0 | 36* | . | -1.2 | -2.1 | ?
44) CCOC(=O)CSc1nc2ccc(C)cc2[nH]1
  -1.3 | -7 | -0.6 | -3 | -2 | -0.9 | 1.3 | -4.4 | -2
45) CC(CN1C(C)CCCC1C)OC(=O)c1ccccc1F (stereo unspecified)
  1.4 | 1 | -1.0 | 1 | -4 | . | -0.5 | -2.4 | 6
46) O=C(Nc1c2c(nn1-c1ccccc1)CS(=O)C2)c1ccco1 (stereo unspecified)
  -0.5 | 1 | -0.1 | 0 | 4 | 0.3 | 2.3 | -0.4 | -5
47) Cc1ccc(C(=O)OCC(=O)NNC(=O)c2ccc([N+](=O)[O-])cc2)o1
  -1.8 | 7 | -0.3 | -2 | -1 | -1.5 | -1.1 | -3.2 | 3
48) CC(C)C[C@@]12C(=O)N(c3ccc(Br)cc3)C(=O)N1[C@H](c1ccc(Br)cc1)[C@@H]1C(=O)N(C(C)(C)C)C(=O)[C@@H]12
  -1.1 | 8 | 0.6 | 6 | 0 | -1.2 | -2.7 | -2.7 | 0
49) COc1ccc(/C=C/C(=O)c2ccccn2)cc1
  -0.1 | 6 | 1.0 | 4 | -7 | . | -0.4 | -3.6 | -4
50) CCOc1ccc(NC(=O)CN2CCN(CC(=O)Nc3ccc(C(N)=O)cc3)CC2)cc1
  0.6 | -8 | 1.9 | -1 | -7 | . | 1.0 | -2.9 | 2
51) COc1ccc(-c2sc3ccccc3c2C#CC2(O)CCCCC2)cc1
  -1.4 | 2 | -2.5 | 7 | 2 | -0.3 | 1.5 | -0.8 | -38
52) CCCCCOC(=O)c1[nH]c2c(c1C)C(=O)CC(c1ccco1)C2 (stereo unspecified)
  1.3 | 1 | -1.1 | -1 | -8 | -1.2 | -0.6 | -2.8 | -3
53) CC1(C)c2ccccc2C(=O)c2ccccc21
  -0.5 | 6 | 0.1 | 1 | -5 | -1.2 | . | 0.2 | -2

Some of these compounds in order of SMILES length, low to high.
Every second line gives: PfHsp40 rescue | GDH-TPI counter | BoNT A protease | Mtb FBA inh | Anthrax LF inh2 | Mtb BioA inh | Mtb UGM inh | FadD28 binding | BoNT-F LC inh
45) CC(CN1C(C)CCCC1C)OC(=O)c1ccccc1F (stereo unspecified)
  1.4 | 1 | -1.0 | 1 | -4 | . | -0.5 | -2.4 | 6
51) COc1ccc(-c2sc3ccccc3c2C#CC2(O)CCCCC2)cc1
  -1.4 | 2 | -2.5 | 7 | 2 | -0.3 | 1.5 | -0.8 | -38
47) Cc1ccc(C(=O)OCC(=O)NNC(=O)c2ccc([N+](=O)[O-])cc2)o1
  -1.8 | 7 | -0.3 | -2 | -1 | -1.5 | -1.1 | -3.2 | 3
42) CCn1c(=O)n(CC)c2cc(N3CCCC3)c(NC(=O)c3cccc(OC)c3)cc21
  0.0 | 9 | 0.1 | 3 | 0 | 29 | 1.3 | -4.0 | 4

Screening data: PubChem BioAssay, several laboratories
